CCR6 antag: CCR6 (human) receptor antagonism; P51684; CHO-K1 CCR6 PathHunter beta-arrestin, luminescence, CCL20-stimulated; inhibition, % at 20 µM; 0.49% of 340,000 active;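 active = compounds whose inhibition of the agonist-driven luminescence signal at 20 µM reaches about 50%, limit read from the data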;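 note: cells stimulated with CCL20 at 14 nM final; plate controls were DMSO with CCL20 for no effect and DMSO without agonist for full effect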
Target sequence (P51684 whole entry, looked up): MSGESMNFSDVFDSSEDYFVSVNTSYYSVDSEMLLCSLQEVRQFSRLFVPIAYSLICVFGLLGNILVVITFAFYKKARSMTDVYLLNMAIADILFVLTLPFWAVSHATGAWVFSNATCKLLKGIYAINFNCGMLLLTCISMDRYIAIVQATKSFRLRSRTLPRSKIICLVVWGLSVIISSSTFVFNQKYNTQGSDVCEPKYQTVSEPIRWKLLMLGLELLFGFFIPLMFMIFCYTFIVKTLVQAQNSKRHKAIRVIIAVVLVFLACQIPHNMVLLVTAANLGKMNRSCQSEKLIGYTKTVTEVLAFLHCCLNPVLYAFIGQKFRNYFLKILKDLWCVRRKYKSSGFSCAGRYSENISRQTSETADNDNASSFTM
Mdm2-MdmX inh: inhibitors of human Mdm2/MdmX interaction | O15151+Q00987 | SaOS-2 split-luciferase Mdm2/MdmX complementation, luminescence | inhibition, % at 8 µM | 3% of 330,000 active;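 active = inhibition of at least 50% at 8 µM in the primary screen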
CXCR6 inh: inhibitors of human CXCR6 receptor. O00574. CHO-K1 PathHunter CXCR6 beta-arrestin, luminescence. inhibition, % at 20 µM. 0.36% of 360,000 active; in the data active = inhibition above about 34%, passing the limit was not always enough;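 note: antagonist mode with CXCL16 agonist at 10 nM final; 0% = 10 nM CXCL16 with DMSO and 100% = unstimulated wells without agonist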
Target sequence (O00574 whole entry, looked up): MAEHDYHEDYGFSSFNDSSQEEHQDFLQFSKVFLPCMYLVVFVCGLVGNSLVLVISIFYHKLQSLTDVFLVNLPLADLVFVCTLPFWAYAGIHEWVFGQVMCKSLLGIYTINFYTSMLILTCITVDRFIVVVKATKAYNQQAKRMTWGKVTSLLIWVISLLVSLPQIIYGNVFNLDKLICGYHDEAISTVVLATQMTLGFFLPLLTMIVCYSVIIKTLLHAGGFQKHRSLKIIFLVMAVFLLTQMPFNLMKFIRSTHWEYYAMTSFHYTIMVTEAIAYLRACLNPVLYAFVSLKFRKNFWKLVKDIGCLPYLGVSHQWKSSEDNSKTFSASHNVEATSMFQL
UPR XBP1 act: adaptive UPR (XBP1) activation | 0.33% of 330,000 active | AID 463104 | CHO-XBP1 luciferase reporter, IRE1-XBP1 UPR activation, luminescence; percent of tunicamycin response, DMSO as zero | activation, % at 20 µM;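 active = versus positive control, 20 µM dose yields 30% or more activation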;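 note: 100% = tunicamycin at 10 µg/mL and 0% = DMSO only wells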
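Material: IRE1-XBP1 luciferase reporter CHO line / Quantity: one thousand reporter cells per well / Buffer or medium: F12 with 10% serum / Compound: 20 µM single concentration, DMSO 1% / Times: 6 h treatment, 37 °C / Detection: Steady-Glo luciferase glow luminescence, 10 min after reagent addition / Benchmarks: tunicamycin high, DMSO low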
Jurkat NFkB inh: lowers PMA/ionomycin-induced NF-kB signal in Jurkat cells; PMA/ionomycin-induced NF-kB luciferase reporter, luminescence; inhibition, % at 4 µM; 0.53% of 330,000 active; AID 435003; in the data active = inhibition above about 50%
Gli-Sufu antag: Gli-Sufu pathway antagonism; Sufu-KO-LIGHT fibroblasts, Gli luciferase reporter luminescence; inhibition, % at 5 µM; 0.74% of 340,000 active; AID 588413;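 active = inhibition above about 55%, limit read from the data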;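 note: 0% = DMSO-treated cells and 100% = wells with medium but no cells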
CHOP UPR activ: apoptotic UPR (CHOP) activation. CHO-CHOP luciferase reporter, luminescence; percent of tunicamycin response over DMSO baseline. activation, % at 10 µM. 0.34% of 330,000 active;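 active = at 10 µM dose, activation of 40% or more, normalized to positive control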;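 note: 100% = tunicamycin at 10 µg/mL and 0% = DMSO alone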
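Test system: CHO CHOP reporter cells. Input: 500 CHO-CHOP cells per well. Medium: F12 with 10% FBS. Technique: luciferase luminescence. Measure: percent activation relative to tunicamycin control. Dosing: 10 µM compound, 0.5% DMSO. Timing: 16-18 h cell attachment, then 6 h compound exposure, 37 °C.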
EBI2 block: EBI2 (human) antagonism; EBI2 beta-arrestin recruitment, luminescence, 7a,25-OHC stimulated; 0.81% of 360,000 active; P32249; inhibition, % at 5 µM; in the data active = inhibition above about 38%;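 note: enzyme fragment complementation signal reports receptor beta-arrestin coupling in cells; 0% = agonist plus DMSO wells and 100% = wells without agonist; some results beyond the cut were filed as inactive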
Target sequence (P32249 whole entry, looked up, the tested form may be a part): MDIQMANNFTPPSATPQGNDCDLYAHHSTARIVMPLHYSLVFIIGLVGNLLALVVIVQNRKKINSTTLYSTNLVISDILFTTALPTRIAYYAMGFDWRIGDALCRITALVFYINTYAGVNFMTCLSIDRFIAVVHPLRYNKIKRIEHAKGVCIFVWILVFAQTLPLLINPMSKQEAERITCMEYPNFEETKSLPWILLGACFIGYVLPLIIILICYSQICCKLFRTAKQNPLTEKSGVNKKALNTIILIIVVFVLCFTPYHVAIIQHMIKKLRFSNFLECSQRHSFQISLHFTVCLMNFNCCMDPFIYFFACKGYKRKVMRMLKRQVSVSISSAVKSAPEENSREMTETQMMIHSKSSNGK
697 NFkB inh: inhibitors of the PMA/ionomycin-induced NF-kB reporter in 697 B cells; inhibition, % at 4 µM; 0.33% of 330,000 active; AID 435022; 697 B-cell NF-kB luciferase reporter, 16 h; in the data active = inhibition above about 35%
* hit, by the source's call; x = no result given.

SMILES	CCR6 antag	Mdm2-MdmX inh	CXCR6 inh	UPR XBP1 act	Jurkat NFkB inh	Gli-Sufu antag	CHOP UPR activ	EBI2 block	697 NFkB inh
O=C(CN(C(=O)c1csnn1)c1ccccc1Cl)NC1CCCC1	11	7	-5	0	4	-4	-1.4	-4	11
COc1cc2c(cc1NC(=S)Nc1cccc(C)c1)oc1ccccc12	-4	8	-4	11	-9	-7	-0.6	7	0
CCn1nc(NC(=O)c2ccncc2)c2cc3cccc(C)c3nc21	1	28	-3	22	4	4	1.4	4	33
O=C1NCCN1C(=O)c1ccccc1F	4	6	-1	0	-9	1	-1.0	-21	5
CN(C)C(=O)CCN1CCOCC1	6	-15	1	-1	-9	-18	0.4	-6	5
O=C(Nc1ccccc1C(=O)NC(Cc1ccccc1)C(=O)NC1CCCCC1)c1ccccc1 (stereo unspecified)	-6	32	7	17	-5	-7	1.9	16	-26
COCCn1c(N)c(N(Cc2ccccc2)C(=O)C2=COCCO2)c(=O)[nH]c1=O	-20	-13	3	-6	-2	6	-0.4	9	14
CCOC(=O)C(NCc1ccco1)(NC(=O)c1ccccc1)C(F)(F)F (stereo unspecified)	-14	3	-3	1	-8	5	0.9	5	-8
CC(C)CNC(=O)COC(=O)c1ccccc1OCC(=O)Nc1ccc(Br)cc1	-1	1	-5	0	3	-6	0.1	-13	3
CCOc1ccc2nc(SCC(=O)N(CC(C)C)c3c(N)n(CC(C)C)c(=O)[nH]c3=O)[nH]c2c1	11	x	-8	x	x	8	x	1	x
O=C(c1ccc(F)cc1)n1ccc(-c2cnc(-c3ccccc3)s2)n1	0	-106	10	-1	-128	-96	1.0	1	-148
COc1ccc(S(=O)(=O)Nc2cccc3c2O[C@H](CN(C)C)[C@@H](C)CN([C@H](C)CO)C3=O)cc1	-4	-1	10	-5	10	-3	2.0	4	11
COC(=O)c1c(-c2ccc(C)cc2)csc1NC(=O)Cc1ccc(OC)c(OC)c1	-3	x	6	x	x	14	x	10	x
CSc1nc(O)c(Nc2ccccc2)c(=O)[nH]1	6	x	-3	x	x	-6	x	0	x
CC(=O)N(c1ccccc1C)S(=O)(=O)c1ccc(Cl)cc1	11	17	7	4	-22	6	-1.6	2	7
O=C(Cc1nn[nH]n1)NCc1ccccc1Cl	-5	12	6	-1	-14	0	-0.9	7	-11
CN1CCN(c2ccc(CNS(=O)(=O)c3ccsc3)cc2)CC1	3	20	5	-1	-7	0	2.2	0	-24
COc1ccc(/C=N/NC(=O)CN2CCSCC2)cc1C	3	-6	-1	-3	-5	-4	1.3	5	6
CC(C)c1ccccc1NC(=O)COC(=O)c1c2c(nc3ccccc13)CCN(Cc1ccccc1)C2	12	53*	12	2	0	28	4.6	-13	11
Cc1ccc(S(=O)(=O)c2c(C)cc(C)nc2N2CCCC2)cc1	15	-17	-4	1	7	4	-1.1	5	-11
CC(C)n1c(CN2CCN(C)CC2)nc2c1c(=O)n(C)c(=O)n2C	9	10	-6	0	-14	4	1.1	7	-15
CCOC(=O)C(=CNc1cscc1S(=O)(=O)C(C)C)C(=O)OCC	-1	25	8	-1	-15	0	-0.7	3	14
O=C(CCSCCc1ccccn1)Nc1c(F)cc(F)cc1Br	12	5	6	-1	2	-7	-0.7	-4	-5
Cn1nc(C(=O)NCc2ccccn2)c2ccccc2c1=O	8	31	-1	1	13	-2	2.6	-6	17
Cc1cc2cc(CN3C(=O)c4ccccc4C3=O)ccc2n1C	1	5	7	-4	-4	1	0.0	-7	11

Reprinted from the part before: 3 compounds; new compounds follow.
SMILES	CCR6 antag	Mdm2-MdmX inh	CXCR6 inh	UPR XBP1 act	Jurkat NFkB inh	Gli-Sufu antag	CHOP UPR activ	EBI2 block	697 NFkB inh
O=C(CCSCCc1ccccn1)Nc1c(F)cc(F)cc1Br	12	5	6	-1	2	-7	-0.7	-4	-5
Cn1nc(C(=O)NCc2ccccn2)c2ccccc2c1=O	8	31	-1	1	13	-2	2.6	-6	17
Cc1cc2cc(CN3C(=O)c4ccccc4C3=O)ccc2n1C	1	5	7	-4	-4	1	0.0	-7	11
COc1cccc(NC(=O)c2cc(C(=O)Nc3cccc(OC)c3)n(C)n2)c1	-4	28	-2	-1	7	-1	1.1	7	-3
COc1cc2c(C#N)c(N3CCN(c4ccccc4OC)CC3)nc(N)c2c(N)n1	-22	75*	-4	9	-13	-4	-1.1	5	-20
CCc1cc2c(-c3ccccc3)cc(=O)oc2cc1OC(C)C(=O)NCC1CCC(C(=O)O)CC1 (stereo unspecified)	2	11	4	-3	-12	0	-1.9	-4	41*
Cn1ccnc1SCC(=O)Nc1cc(F)ccc1F	0	-12	3	-3	-16	8	0.7	-4	9
C=CCNc1nc(Nc2ccc([N+](=O)[O-])cc2)nc(OCC)n1	7	45	4	2	17	-11	0.0	-5	-14
CN(C(=O)CN1C(=O)/C(=C/c2ccccc2Cl)SC1=S)C1CCS(=O)(=O)C1 (stereo unspecified)	10	5	2	-3	-3	-3	-0.9	9	-15
CC1(C)CC(=O)c2cnc3c(C#N)cnn3c2C1	2	7	12	2	20	1	1.4	2	18
O=c1cc2c(c(-c3ccccc3)n1Cc1ccccc1)[C@H](CCO)NC2	-7	x	8	x	x	6	x	-10	x
O=C1OCCN1C(=O)[C@H]1[C@H](c2ccc([N+](=O)[O-])cc2)C(c2ccc(F)cc2)=NN1c1ccccc1	27	16	2	-1	x	-2	4.8	12	16
O=C(O)c1cc([N+](=O)[O-])c(Sc2nc3ccccc3[nH]2)c([N+](=O)[O-])c1	10	19	6	-4	-15	0	-0.6	-6	-12
CSCCNC(=O)c1ccc(OC2CCN(CCc3ccccc3)CC2)cc1	3	-5	-5	1	12	11	3.5	-4	9
CC[C@@]1(c2ccccc2OC)C(=O)N(C(=O)OC)N1C(=O)OC	8	40	-6	-4	4	-9	-0.6	2	17
CCC(CCC(=O)Nc1ccn(-c2ccccc2)n1)C(=O)O (stereo unspecified)	10	17	10	-2	-7	-3	-0.8	2	22
CCCCCCCCCCn1c2c(c(=N)c3c1CCC3)CCC2	19	98*	-11	47*	82*	92*	77*	-7	0
Cc1ccc(NC(=O)CSc2nc3ccccc3c(=O)n2CCCC(=O)NCCCN2CCOCC2)cc1C	2	45	12	-2	1	8	-3.2	-4	13
O=C(CCl)Nc1cc2[nH]c(=O)[nH]c2cc1Br	-7	94*	-3	15	31	14	11	-12	-51
COC(=O)CSc1nc(NC(C)(C)C)nc(N(C)C)n1	5	3	6	3	-7	2	2.3	-13	1
CN1CCc2c(sc(NC(=O)c3ccc(S(=O)(=O)N4CCCCCC4)cc3)c2C(N)=O)C1	23	26	14	-4	4	-3	3.7	6	-13
O=C(O)CC1CCS(=O)(=O)C1 (stereo unspecified)	11	4	0	2	-15	5	0.4	0	1
COc1ccc(OC)c(Nc2nc3ccccc3n3cnnc23)c1	4	18	-5	0	6	-2	-0.3	-3	31
CCOC(=O)c1c(O)cc(C)cc1Nc1ccccc1	14	11	4	-1	3	7	-0.5	-2	3
O=c1cc(-c2ccccc2)nc(SCc2ccc(Cl)cc2)[nH]1	-8	-8	3	-6	-2	-1	-0.6	12	15
O=C(Nc1ccc2c(c1)oc1ccc(S(=O)(=O)N3CCCC3)cc12)C1CC1	6	40	7	-3	-17	7	1.5	-2	6
Cc1c(O)ccc2c(=O)c(Oc3ccccc3)coc12	0	-2	-6	-8	-6	0	3.7	3	-9
Cc1ccc(C(=O)c2c3ccc(C(F)(F)F)cc3[n+]([O-])n2CCC(N)=O)cc1	24	-3	8	-2	-9	27	-1.5	-12	-19

Of the compounds above, two contain a CF3 group.
SMILES	CCR6 antag	Mdm2-MdmX inh	CXCR6 inh	UPR XBP1 act	Jurkat NFkB inh	Gli-Sufu antag	CHOP UPR activ	EBI2 block	697 NFkB inh
CCOC(=O)C(NCc1ccco1)(NC(=O)c1ccccc1)C(F)(F)F (stereo unspecified)	-14	3	-3	1	-8	5	0.9	5	-8
Cc1ccc(C(=O)c2c3ccc(C(F)(F)F)cc3[n+]([O-])n2CCC(N)=O)cc1	24	-3	8	-2	-9	27	-1.5	-12	-19

(listing goes on)
SMILES	CCR6 antag	Mdm2-MdmX inh	CXCR6 inh	UPR XBP1 act	Jurkat NFkB inh	Gli-Sufu antag	CHOP UPR activ	EBI2 block	697 NFkB inh
CC1=C(C(=O)OC2CCCC2)C(c2ccc(C)o2)C2=C(CC(c3cccs3)CC2=O)N1 (stereo unspecified)	58*	35	26	1	9	4	2.0	32	-7
O=C(CCN1C(=O)c2cccc3cccc(c23)C1=O)N1CCN(Cc2ccc3c(c2)OCO3)CC1	-1	7	-6	0	2	7	-0.9	-1	3
CCOc1cc(/C=N/NC(N)=O)cc(Br)c1OCc1ccccc1	-2	23	-3	0	6	8	-0.2	5	0
CCCN(CCC)CCCOC(=O)c1ccc(Cl)cc1Cl	24	-8	2	-1	15	5	-1.9	-4	-24
Nc1c(/C=C2/C=CC(=O)C(O)=C2)c(=O)nc2sc(CC(=O)N3CCCC3)nn12	24	6	17	-3	3	21	-1.1	-2	-6
Cc1sc(NC(=S)NC(=O)c2cccs2)nc1-c1ccc(C(C)C)cc1	15	25	5	7	-1	8	1.6	13	-13
CCOc1ncccc1C(=O)Nc1ccc2c(c1)OCCCO2	17	12	3	4	-12	-21	2.6	-2	18
O=C(CCC(=O)N1CCN(c2ccccc2F)CC1)N1CCN(c2ccccc2)CC1	26	30	6	-6	9	6	-0.1	5	12
CSc1ncc(S(=O)(=O)c2ccccc2)c(=O)[nH]1	-14	0	-4	-3	-2	-16	1.0	-2	-4
CCOC(=O)CSC1=C(C#N)C(c2ccc(C)o2)CC(=O)N1 (stereo unspecified)	-1	65*	-8	11	58*	37	-0.5	-7	-21
Cc1ccccc1OCCn1cc(/C=C(\C#N)C(=O)NCc2ccco2)c2ccccc21	4	43	4	-5	0	-7	-3.8	26	-7
COc1ccccc1Oc1ccc(S(=O)(=O)N2CCCCC2)cc1NC(=O)CCNC(C)=O	-1	10	-10	-6	-12	0	-1.4	-5	-12
O=C(CSc1nnnn1-c1cccnc1)NCc1cccs1	-2	24	-8	-2	-14	-6	0.1	6	4
CCN=C1S/C(=C\c2ccc(Sc3ccc(Cl)cc3)o2)C(=O)N1CC	25	7	6	3	23	-10	0.1	14	16
O=c1[nH]c2ccccc2nc1CCc1ccccc1	15	-18	-2	1	-61	-53	3.3	7	-53
CCOc1ncccc1C(=O)N=C1SCCN1C(=O)c1cccnc1OCC	-13	6	-4	-2	-6	24	-1.3	-3	3
COc1cccc(CN2CC(C(=O)N(C)C3CCOCC3)CCC2=O)c1 (stereo unspecified)	-2	14	-14	-10	3	0	1.6	-1	17
CCn1cc(CCCC(=O)NCc2ccccc2OC)c2ccccc21	13	16	1	-4	-15	7	0.2	2	-7
COc1ccc(CCNS(=O)(=O)c2ccc(OC)cc2)cc1	0	14	-1	-1	-7	-2	-1.7	3	-7
CCCCc1cc(=O)oc2c(CN3CCCC3)c(O)c(Cl)cc12	11	17	-4	3	1	1	-1.6	3	-7
CCCCn1c(=O)c(-[n+]2ccccc2)c([O-])c2ccccc21	-12	16	13	-2	14	-5	-1.3	-1	12
CC12CCC(=O)N1C(C(=O)N1CCN(S(=O)(=O)c3ccc(Br)cc3Cl)CC1)CS2 (stereo unspecified)	-1	10	-3	-2	1	11	1.4	2	-46

High-throughput results from PubChem.

Outcome played no part in choosing rows. Share with any hit: about 5%.
